Alkaline phosphatase – human TNAP enzyme inhibitors, biochemical, luminescent (AID 518); purified TNAP enzyme, luminescent substrate readout; higher % means a stronger effect; one-dose inhibition, % at 20 µM; IC50 in µM for titrated hits; 64,000 compounds, 0.09% hits; Alkaline phosphatase, tissue-nonspecific isozyme (Homo sapiens); in the data active means a potency from the dose series; inactive means the rest, 99 in 100 with inhibition below about 22%;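 further: plate controls were vehicle for no effect and reference inhibitor for full effect; many of its hits are not listed in these tables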
KRASV12 cytotoxicity – cytotoxicity in KRAS-transformed pancreatic duct cells, primary screen, cell-based, fluorescence, HTS (AID 431); cytotoxicity, % at 10 µM, or EC50 in µM where a hit was titrated; HPDE-C7K KRASV12 cells, Alamar Blue viability, 48 h; higher % means a stronger effect; 63,000 compounds, 1.7% hits;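 active means compounds whose percent cytotoxicity in the single-dose primary screen, scaled between solvent and toxic-drug controls, exceeds 50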;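 further: 0% = DMSO solvent wells and 100% = doxorubicin-treated wells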
Spn DPM-DC inh – S. pneumoniae DPM-DC inhibitors, primary screen, biochemical, PK/LDH-coupled NADH fluorescence. purified DPM-DC. calls only at 10 µM. 65,000 compounds, 0.49% hits. AID 556, 2006;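 active means the 320 compounds with the highest percent inhibition in the single-dose primary screen, excluding strongly autofluorescent ones, cut at about 32% in these data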;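 further: kinetic rate of NADH fluorescence loss reporting ADP formed by the decarboxylase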
HPDE-C7 viability – cytotoxicity in HPDE-C7 cells, cell-based, fluorescence, HTS (AID 430). HPDE-C7 pancreatic duct cells viability, fluorescence; higher % means a stronger effect. cytotoxicity, % at 10 µM, or EC50 in µM where a hit was titrated. 63,000 compounds, 1.8% hits;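 further: cells exposed to compound for 48 hours before viability readout; 0% = vehicle and 100% = reference cytotoxic drug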
Bfl-1 displacement – Bfl-1 inhibitors, primary screen, biochemical, fluorescence polarization, FITC-Bid, mouse (AID 432) | Bcl-2-related protein A1 (Mus musculus) | FITC-Bid BH3 peptide fluorescence polarization displacement; higher % means a stronger effect | one-dose displacement, % at 20 µM; IC50 in µM for titrated hits | 64,000 compounds, 0.02% hits; in the data active means a potency from the dose series; inactive means the rest, 99 in 100 with displacement below about 15%; further: strong numbers were not always called active
HT1080 cytotoxicity – cytotoxicity in HT1080 fibrosarcoma cells, cell-based, fluorescence readout (AID 620). cytotoxicity, % at 10 µM, or EC50 in µM where a hit was titrated. HT1080 viability, fluorescence; higher % means a stronger effect. 87,000 compounds, 0.42% hits;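 further: cells exposed to compound overnight then 4 h with Alamar Blue; 0% = vehicle DMSO and 100% = killing control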
PMK inhibit – S. pneumoniae PMK inhibitors, primary screen, biochemical, mevalonate pathway, pilot trial included | inhibition, % at 10 µM | phosphomevalonate kinase (Streptococcus pneumoniae D39) | purified PMK, PK/LDH-coupled NADH absorbance 340 nm | 65,000 compounds, 0.49% hits;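 active means top-ranked compounds by inhibition in the single 10 µM screen, taking a fixed number of the strongest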;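 further: 0% = full reaction with DMSO carrier and 100% = background rate without enzyme reaction; no value below 0 was filed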
LYP inhibition – LYP phosphatase inhibitors, primary screen, biochemical, DiFMUP fluorescence, recombinant catalytic domain, 10 µM (AID 606) | Tyrosine-protein phosphatase non-receptor type 22 (Homo sapiens) | recombinant LYP catalytic domain, DiFMUP fluorescence; higher % means a stronger effect | inhibition, % at 10 µM; hits with a dose series show IC50 in µM | 52,000 tested, under 10 active;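 active means IC50 under 40 µM in the dose-response test; inactive means IC50 of 40 µM or more, or never dose-tested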
MK inhibit – S. pneumoniae MK inhibitors, primary screen, biochemical, PK/LDH-coupled NADH absorbance; mevalonate kinase [Streptococcus pneumoniae D39]; purified MK, PK/LDH-coupled NADH absorbance 340 nm; inhibition, % at 10 µM; 65,000 compounds, 0.48% hits;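 active means ranked among the strongest by inhibition in the single 10 µM screen, a fixed top-ranked set picked for dose follow-up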; further: no value below 0 was filed
PMK inhibit pilot replicates – also measured in PMK inhibit; calls as there; inhibition, %; measured here: pilot screen replicates
MK inhibit pilot replicates – recorded beside MK inhibit, whose call it bears; inhibition, %; measured here: pilot screen replicates
Spn DPM-DC inh pilot screen % – recorded beside Spn DPM-DC inh, whose call it bears; inhibition, %; measured here: pilot screen trials
An asterisk follows results filed as active; i = inactive; · = not tested or not shown. Unless noted, no stated cut-off is given here; in the data, active means cytotoxicity above about 50%; inactive means the rest.

SMILES	Alkaline phosphatase	KRASV12 cytotoxicity	Spn DPM-DC inh	HPDE-C7 viability	Bfl-1 displacement	HT1080 cytotoxicity	PMK inhibit	LYP inhibition	MK inhibit	others
O=C(O)C1C2C=CC(C2)C1C(=O)Nc1ccc(C(=O)N2CCCCC2)c(Cl)c1 (stereo unspecified)	5.9%	-18.8%	i	-20.1%	1.3%	-3.2%	9.0	8.7%	6.0
COC(=O)c1c(C)[nH]c(C(=O)COC(=O)Cc2ccc3c(c2)OCCO3)c1C	2.5%	1.5%	i	1.3%	-3.1%	-3.7%	14.0	·	11.0
COc1ccc(C2C(C(N)=O)=C(C)Nc3nc(-c4ccccc4Cl)nn32)c(OC)c1 (stereo unspecified)	10.8%	6.6%	i	4.5%	-4.2%	2.4%	0.0	-3.4%	3.0
COC(=O)C1=C(C)N=C2SCCC(=O)N2C1c1ccc(C(=O)OC)cc1 (stereo unspecified)	1.1%	2.3%	i	2.7%	-6.8%	-1.6%	0.0	7.3%	16.0
COc1cccc(-n2nnnc2SCC(=O)c2cc(OC)ccc2OC)c1	5.6%	-8.2%	i	-12.2%	-3.9%	-15.0%	1.0	-8.5%	5.0
O=C(Nc1ccc2c(c1)OCO2)N1CCN(S(=O)(=O)c2ccc(Cl)cc2)CC1	9.8%	·	i	·	-8.7%	2.1%	7.0	·	10.0
CCN(CC)CCCNC(CC(=O)O)C(=O)O (stereo unspecified)	9.8%	4.7%	i	12.2%	-7.1%	-12.1%	11.0	16.7%	7.0
Cc1cc(NC(=O)COn2nnc3ccc(Cl)cc32)no1	2.8%	·	i	·	-0.7%	-1.9%	16.0	0.9%	14.0
COC(=O)COc1ccc(S(=O)(=O)Nc2ccccc2C(=O)OC)cc1	4.3%	20.2%	i	17.4%	-3.6%	4.7%	11.0	9.2%	3.0
COc1ccc(-c2nnc(SCC(=O)/C(C#N)=C(\C)N)o2)cc1	7.5%	3.3%	i	-8.8%	-6.3%	9.4%	8.0	·	7.0
COc1cccc(-c2nnc(SCC(=O)Nc3cc(C)ccc3OC)n2N)c1	14.7%	1.9%	i	1.2%	-15.9%	1.3%	14.0	·	13.0
CCOC(=O)c1ccccc1NC(=O)c1cn(CC)c2nc(C)ccc2c1=O	4.8%	12.7%	i	12.2%	0.2%	32.8%	16.0	6.0%	0.0
COCCNC(=O)C(C)OC(=O)c1cc2occc2n1C (stereo unspecified)	10.7%	-3.5%	i	-3.5%	-8.4%	10.2%	11.0	6.0%	2.0
CC1CCN(c2ccc(NC(=O)c3cccnc3)cc2)CC1	9.1%	6.6%	i	5.2%	-1.3%	5.2%	3.0	12.5%	20.0
O=C(Nc1cnc2ccccc2c1)c1ccncc1	6.6%	-1.2%	i	-2.6%	2.1%	7.0%	12.0	-8.7%	10.0
COc1ccc(CCNC(=O)CSc2nnc(-c3ccccc3)o2)cc1OC	1.3%	9.2%	i	1.2%	2.2%	-3.5%	6.0	8.4%	10.0
CCOc1ccc(NC(=O)CSc2nc3ccccc3c(=O)n2CCNC(C)=O)cc1	2.6%	-10.4%	i	-7.0%	-2.4%	0.9%	11.0	0.9%	3.0
Cc1cc2cc(CNS(=O)(=O)N(C)C)ccc2[nH]1	7.3%	-0.3%	i	-2.5%	-1.3%	10.5%	12.0	·	0.0
COc1ccc(-c2nn(CC(=O)N(C)C)c(=O)c3ccccc23)cc1	12.8%	·	i	·	-6.0%	5.6%	7.0	·	12.0
CCOC(=O)c1ccc(OCc2nc(-c3cccs3)no2)cc1	2.9%	-0.3%	i	6.0%	-4.6%	·	9.0	9.8%	2.0
Cc1ccc2occ(C(c3nnnn3Cc3ccccc3)N3CCOCC3)c(=O)c2c1 (stereo unspecified)	7.6%	4.1%	i	3.0%	7.3%	-4.3%	10.0	-14.6%	6.0
N#Cc1c2c(c(NCc3ccco3)n3c1nc1ccccc13)CCC2	-2.7%	29.5%	i	30.5%	-14.1%	15.1%	2.0	9.2%	1.0
Cc1ccc(C(=O)COC(=O)CCc2nc3ccccc3[nH]c2=O)cc1C	7.7%	-3.7%	i	-9.1%	2.2%	1.2%	20.0	·	10.0
Cc1cc2nc(C(F)(F)F)[nH]c(=O)n2n1	-0.4%	2.8%	i	-0.1%	-2.1%	2.5%	12.0	·	7.0
COC(=O)c1oc2ccc(Cl)cc2c1NC(C)=O	4.0%	-18.0%	i	-7.3%	-3.3%	5.0%	10.0	17.1%	4.0
COc1ccc(-c2nnc(SCC(=O)c3cccs3)o2)c(OC)c1	13.1%	2.7%	i	11.4%	-7.9%	1.7%	4.0	·	1.0
CCOc1ccccc1NC(=O)Cn1nnc(C(=O)Nc2ccccc2Cl)c1N	13.7%	3.6%	i	8.3%	-7.1%	-4.6%	11.0	-0.8%	0.0
CCOc1cccc(-c2nnc3n2N=C(c2cc(OC)ccc2OC)CS3)c1	3.6%	49.2%	i	28.5%	32.7%	·	9.0	1.3%	8.0	PMK inhibit pilot replicates=4.0;MK inhibit pilot replicates=1.0;Spn DPM-DC inh pilot screen %=4.5
O=C(c1nc(-c2ccccc2)n(-c2ccccc2)n1)N1CCN(S(=O)(=O)c2ccccc2)CC1	1.8%	-0.9%	i	-1.9%	7.3%	-1.0%	9.0	4.5%	2.0
Cc1nn(C)c(C)c1S(=O)(=O)NC1CCCC1	5.2%	-13.0%	i	-3.7%	7.5%	20.5%	8.0	-8.0%	7.0
CCOC(=O)C(C)n1cnc2c(nnn2Cc2ccc(C)cc2)c1=O (stereo unspecified)	9.2%	-8.3%	i	-23.0%	-2.9%	3.0%	17.0	9.9%	6.0	PMK inhibit pilot replicates=4.0;MK inhibit pilot replicates=1.0;Spn DPM-DC inh pilot screen %=2.0
COCCOC(=O)c1c(C)nc(SCC(=O)Nc2ccc(C)cc2)c(C#N)c1-c1ccco1	8.0%	-10.7%	i	-7.8%	7.1%	10.4%	0.0	8.9%	8.0
CCOC(=O)N1CCN(C(=O)CCSc2ccccc2)CC1	6.8%	-5.2%	i	-1.0%	-1.8%	2.6%	0.0	6.5%	4.0
Cc1ccc(-c2nc(NCCN3CCOCC3)c3ccccc3n2)cc1	9.5%	40.5%	i	-20.3%	2.1%	1.5%	2.0	·	10.0
CCOC(=O)N1CCN(C(=O)CSc2nc3c([nH]c4ccccc43)c(=O)n2C)CC1	-0.5%	3.5%	i	14.6%	3.8%	-5.2%	1.0	0.5%	7.0
CCc1cc(=O)oc2cc(C)cc(OCc3nn[nH]n3)c12	0.4%	-0.5%	·	-0.6%	-2.0%	5.3%	11.0	7.2%	5.0
COC(=O)c1cc(OC)c(OC)cc1NC(=O)CSc1nnnn1Cc1ccccc1	7.9%	0.4%	i	-3.8%	-9.3%	-2.1%	8.0	2.9%	6.0
O=C(Nc1ccc2nc(-c3ccccc3)oc2c1)c1ccco1	-9.5%	71.7%*	i	68.7%*	1.8%	10.8%	19.0	2.7%	0.0
O=C(Nc1ccc2[nH]c3c(c2c1)CCCC3)c1ccco1	13.6%	11.2%	i	14.1%	23.9%	1.5%	17.0	1.5%	0.0	PMK inhibit pilot replicates=3.0;MK inhibit pilot replicates=0.0;Spn DPM-DC inh pilot screen %=3.5
Cc1ccc(C(=O)C(C)OC(=O)C2=COCCO2)cc1C (stereo unspecified)	7.8%	-0.9%	i	-4.1%	0.1%	-2.5%	11.0	-7.6%	1.0
CCOc1ccc(N2C(=O)CC(/C=C3/N(C)c4ccccc4C3(C)C)C2=O)cc1 (stereo unspecified)	9.5%	11.9%	i	2.0%	-3.0%	-4.2%	0.0	6.8%	10.0
CCOc1ccccc1-n1c(SCC(=O)N(CC)CC)nnc1-c1ccccn1	13.1%	4.8%	i	-12.5%	-6.2%	-4.5%	0.0	·	9.0
O=C1CC(Nc2ccccc2)C(=O)N1c1ccc(N2CCOCC2)cc1 (stereo unspecified)	2.1%	7.9%	i	11.0%	-1.0%	·	0.0	1.8%	3.0
CCCCN(C(=O)NC(=O)Nc1nc2ccc(OC)cc2s1)S(C)(=O)=O	-0.1%	0.8%	i	-2.5%	-0.6%	-0.8%	0.0	·	9.0
Cc1[nH]c(=O)[nH]c(=O)c1S(=O)(=O)N1CCCC1	-3.4%	0.4%	i	-2.2%	0.6%	·	0.0	1.5%	10.0
CCc1c(C)nc(SCC(=O)c2ccc(C)c(C)c2)[nH]c1=O	10.0%	7.7%	i	-1.0%	-0.3%	21.0%	13.0	2.7%	15.0
CCOC(=O)c1c(C)n(C)c2ccc(OC)c(NC(=O)CCN3CCSCC3)c12	8.5%	9.9%	i	9.3%	-4.6%	2.3%	14.0	·	0.0	PMK inhibit pilot replicates=3.5;MK inhibit pilot replicates=1.0;Spn DPM-DC inh pilot screen %=4.5
COC(=O)C1C2C=CC3(CN(Cc4cccs4)C(=O)C13)O2 (stereo unspecified)	13.1%	-4.6%	i	-12.3%	-6.5%	0.1%	15.0	-2.6%	0.0
Nc1nc2nc(SCC(=O)N3CCCc4ccccc43)[nH]c2c(=O)[nH]1	2.3%	-0.6%	i	-4.2%	-5.8%	-4.1%	4.0	·	0.0

In the list so far, 7 contain a halogen:
SMILES	Alkaline phosphatase	KRASV12 cytotoxicity	Spn DPM-DC inh	HPDE-C7 viability	Bfl-1 displacement	HT1080 cytotoxicity	PMK inhibit	LYP inhibition	MK inhibit	others
O=C(O)C1C2C=CC(C2)C1C(=O)Nc1ccc(C(=O)N2CCCCC2)c(Cl)c1 (stereo unspecified)	5.9%	-18.8%	i	-20.1%	1.3%	-3.2%	9.0	8.7%	6.0
COc1ccc(C2C(C(N)=O)=C(C)Nc3nc(-c4ccccc4Cl)nn32)c(OC)c1 (stereo unspecified)	10.8%	6.6%	i	4.5%	-4.2%	2.4%	0.0	-3.4%	3.0
O=C(Nc1ccc2c(c1)OCO2)N1CCN(S(=O)(=O)c2ccc(Cl)cc2)CC1	9.8%	·	i	·	-8.7%	2.1%	7.0	·	10.0
Cc1cc(NC(=O)COn2nnc3ccc(Cl)cc32)no1	2.8%	·	i	·	-0.7%	-1.9%	16.0	0.9%	14.0
Cc1cc2nc(C(F)(F)F)[nH]c(=O)n2n1	-0.4%	2.8%	i	-0.1%	-2.1%	2.5%	12.0	·	7.0
COC(=O)c1oc2ccc(Cl)cc2c1NC(C)=O	4.0%	-18.0%	i	-7.3%	-3.3%	5.0%	10.0	17.1%	4.0
CCOc1ccccc1NC(=O)Cn1nnc(C(=O)Nc2ccccc2Cl)c1N	13.7%	3.6%	i	8.3%	-7.1%	-4.6%	11.0	-0.8%	0.0

High-throughput results as filed in PubChem BioAssay.
